HDAC3 inh – inhibitors of human histone deacetylase 3; O15379; recombinant HDAC3, fluorogenic peptide/trypsin coupled, fluorescence; inhibition, % at 8.3 µM; actives 0.15% (n = 320,000); in the data active = inhibition above about 26%, passing the limit was not always enough; inconclusive = no clear call, values can overlap the other calls
Target sequence (O15379 whole entry, looked up): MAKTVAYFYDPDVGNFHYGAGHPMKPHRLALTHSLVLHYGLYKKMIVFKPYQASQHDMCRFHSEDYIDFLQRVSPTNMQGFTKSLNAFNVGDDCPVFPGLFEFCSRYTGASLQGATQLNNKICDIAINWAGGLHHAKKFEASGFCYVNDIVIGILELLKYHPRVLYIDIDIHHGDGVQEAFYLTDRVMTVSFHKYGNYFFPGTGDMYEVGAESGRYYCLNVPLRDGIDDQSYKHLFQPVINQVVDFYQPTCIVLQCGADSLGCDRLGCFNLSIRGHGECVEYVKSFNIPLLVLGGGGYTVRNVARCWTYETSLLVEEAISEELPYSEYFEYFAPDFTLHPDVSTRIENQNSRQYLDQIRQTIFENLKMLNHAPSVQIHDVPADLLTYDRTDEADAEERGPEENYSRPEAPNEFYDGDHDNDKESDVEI
AI-2 QS modul – Vibrio harveyi AI-2 quorum sensing modulation | Vibrio harveyi JMH597 AI-2 luminescence/OD600 ratio, 9 h; stronger effect = lower value; strain lacks LuxN and CqsS sensors; 0 = neutral-control median | activity change, % at 7.5 µM | actives 0.4% (n = 300,000) | AID 2094; in the data active = activity change below about -75%, passing the limit was not always enough; inconclusive = no clear call, values can overlap the other calls;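 note: luminescence divided by OD600 gain over 9 h not by final OD600 alone; inactives centre near 13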
HIF activator – HIF pathway transcriptional activation. AID 1910. U2OS HRE-luciferase reporter, luminescence; normalized: DMSO 0%, desferrioxamine 100%. actives 0.32% (n = 300,000). activation, % at 7.5 µM (by protocol);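 active = mean activation of at least 10% of the iron chelator positive control signal, with at least half of replicates also reaching 10%; inconclusive = mean and replicate majority disagree about reaching 10%; inactive = mean and most replicates under 10%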
HSF1 inh – HSF1 inhibition; activity change, negative = inhibition, % at 7.5 µM (by protocol); AID 2098; NIH3T3-HGL HSE-luciferase, MG132-induced, luminescence 8 h; stronger effect = lower value; actives 0.77% (n = 300,000);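 active = more than half of replicate wells show activity change below -50%, luminescence cut by over half; inconclusive = some wells, but at most half, below -50%; inactive = no replicate well below -50%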;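 note: luciferase reports HSF-1 transcriptional activity via heat shock element; 0% = median of DMSO wells and -100% = zero luminescence signal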
KLF5 inh – suppresses KLF5 promoter-driven expression; inhibition, % at 5 µM; actives 0.23% (n = 290,000); AID 1700; DLD-1 KLF5 promoter-luciferase reporter, luminescence;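 active = inhibition above a per-plate limit of that plate's mean compound inhibition plus 3 SD, cut at about 60% in these data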;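 note: 0% = DMSO wells and 100% = LY294002 at 200 µM; higher means less KLF5 promoter-driven luciferase light; inactives centre near -14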
aSyn 5UTR inh – MLPCN primary screen, SNCA 5' untranslated region; alpha-synuclein 5'UTR reporter, inhibitor activity; inhibition, % (tested at 7.5 µM); actives 0.82% (n = 300,000); in the data active = inhibition above about 60%; inconclusive = no clear call, values can overlap the other calls;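 note: H4 neuroglioblastoma cells stably carrying SNCA 5'UTR luciferase fusion; 0% = DMSO wells and 100% = positive control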
HSF-1 act – increases HSF-1 driven luciferase reporter signal | NIH3T3-HGL HSF-1 luciferase reporter, MG132, 8 h; 100% = twice DMSO control signal | activation, % at 9 µM | actives 1.7% (n = 300,000) | AID 504408;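 active = mean replicate activation of at least 50% with a set share of replicates each reaching 50%; inconclusive = only one of those two conditions met; inactive = mean below 50% and too few replicates reaching it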;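 note: 0% = median of the neutral control wells and 100% = twice that signal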
Platelet DG rel – platelet dense granule release activity | human platelet-rich plasma, SFLLRN dense granule ATP release, luminescence | inhibition, %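 (compounds screened at 7.5 µM in platelet-rich plasma)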 | actives 0.22% (n = 300,000) | AID 1663;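 active = mean replicate score, as percent of positive control, at or above 50; inconclusive = mean below 50 but at least one replicate at or above 50; inactive = mean and every replicate below 50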
HSP90 refold inh – blocks HSP90-mediated luciferase refolding in reticulocyte lysate; actives 0.91% (n = 290,000); inhibition, % at 5.6 µM; Rabbit reticulocyte lysate, luciferase refolding luminescence, 3 h;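 active = inhibition above the screen-wide mean plus 3 SD, computed separately per campaign, cut at about 16% in these data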;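 note: 0% = DMSO wells and 100% = 60 µM geldanamycin wells; inhibitors lower the luminescence because luciferase stays unfolded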
IEC-6 cytotox – counter-screen for KLF5 inhibitors: cytotoxicity in IEC-6 cells | IEC-6 cytotoxicity, luminescence viability | actives 0.78% (n = 290,000) | inhibition, % at 5 µM; in the data active = inhibition above about 22%;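 note: 0% = plate median of test compound wells and 100% = cytotoxic reference compound wells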
* = called active by the depositor; u = inconclusive; x = not tested or not shown. This is a subset. The share of hits here may be higher or lower than overall.

smiles | HDAC3 inh | AI-2 QS modul | HIF activator | HSF1 inh | KLF5 inh | aSyn 5UTR inh | HSF-1 act | Platelet DG rel | HSP90 refold inh | IEC-6 cytotox
Oc1ccc(/C=N/NP(=S)(c2ccccc2)c2ccccc2)cc1 | 7 | 19 | -1.1 | -7 | -7 | -25 | 16 | 3 | 5 | 6
O=C(Cc1ccccc1)N1CCN(CC2CC3C=CC2C3)CC1 (stereo not given) | 6 | 8 | -0.1 | -4 | -25 | 18 | -24 | 10 | -4 | -6
N#CC(C#N)=Cc1ccc(-c2ccccc2)o1 | -2 | 15 | -3.7 | 2 | -1 | -2 | 1 | 12 | -2 | -8
COc1ccc(CN2CC3CC(C2)c2cccc(=O)n2C3)cc1OC (stereo not given) | 3 | 14 | -0.6 | 3 | -34 | 17 | 4 | 9 | 2 | 0
CSc1ccc(C(=O)C2CCCN(Cc3cc4ccccc4[nH]3)C2)cc1 (stereo not given) | 7 | 77 | -0.6 | -28 | 3 | -14 | -40 | 0 | 3 | 6
O=C(c1cccnc1)C1CCCN(Cc2nc(-c3cnccn3)no2)C1 (stereo not given) | 9 | 18 | 0.2 | -2 | 3 | 3 | 4 | 17 | 7 | 1
Cn1c(O)c(C=Nc2ccc(F)cc2)c(=O)[nH]c1=O | 15 | x | -1.8 | 1 | 3 | 2 | -3 | -1 | 1 | -11
CC/C(=N\N1CCCCCC1)c1c(O)n(-c2ccc(C)cc2)c(=O)[nH]c1=O | 5 | -2 | 12* | -5 | -25 | 16 | 2 | -10 | 0 | 4
c1cc(CCN2CCCC2)ccn1 | x | 0 | -0.2 | -9 | -15 | -1 | 4 | 9 | -2 | -3
CC(C)CCn1c(=O)c(C(=O)NCc2ccc3c(c2)OCO3)c(O)c2ccccc21 | 4 | 4 | 0.2 | -11 | -25 | 10 | -9 | 0 | -1 | -2
O=C(CCc1nnc2ccc(NCc3ccc(F)cc3)nn12)N1CCC2(CC1)OCCO2 | -4 | 18 | -0.6 | -4 | -5 | -13 | -15 | 7 | 4 | -5
C=C[C@@H]1C[C@@]1(C)[C@@H](NP(=O)(c1ccccc1)c1ccccc1)c1ccccc1 | 6 | 23 | -0.4 | 8 | -14 | -16 | 23 | 3 | -2 | 1
CN(C)c1ccc(C=C2C(=O)NC(=O)NC2=O)cc1[N+](=O)[O-] | -8 | -3 | 0.0 | -1 | -9 | 6 | 3 | -6 | -1 | -5
CC(C)C(=O)Nc1ccc(S(=O)(=O)N2CC3CC(C2)c2cccc(=O)n2C3)cc1 (stereo not given) | 7 | 18 | 0.1 | -6 | 5 | -6 | 0 | -1 | -3 | 6
CCOc1cc2c(cc1OCC)-n1cccc1C(c1cccc(F)c1)NC2 (stereo not given) | 6 | 25 | 0.0 | -1 | -32 | 24 | 10 | 0 | -3 | -4
CCOP(=O)(OCC)Oc1cc(C)c(N(C)C)c(C)c1 | -1 | 20 | -0.4 | -4 | -12 | 11 | -21 | 5 | -2 | -4
C[N+]1(CCC(C(N)=O)(c2ccccc2)c2ccccc2)CCCCC1 | -2 | 16 | -0.1 | -1 | x | 14 | 12 | 2 | x | x
Cc1ccc2c(c1)CC1(CN2C)C(=O)NC(=O)N(c2cccc(C)c2C)C1=O (stereo not given) | 5 | 8 | 0.6 | -5 | -22 | -17 | 10 | -1 | 1 | -2
Cc1cc(/C=C2/C(=O)NC(=O)N(C)C2=O)c(C)n1-c1ccccc1 | 0 | 20 | -0.3 | -1 | 14 | 24 | -8 | 7 | 4 | 3
FC(F)(F)c1ccc(CNCCc2ccc3c(c2)OCO3)cc1 | 3 | 34 | -0.4 | 0 | -39 | -4 | -3 | 0 | 0 | -6
COC(=O)c1ccccc1-n1c(C)nc2ccccc2c1=O | 1 | x | x | x | -7 | x | x | x | 3 | 2
Cc1ccc(N2C(=O)NC(=O)C3(Cc4ccccc4N4CCN(c5ccccc5)CC43)C2=O)cc1 (stereo not given) | 6 | 24 | 0.6 | -8 | -1 | -71 | 3 | -6 | 7 | 4
Cc1nc2ccccc2n1C1CCN(Cc2nnnn2CCc2ccccc2)CC1 | -4 | 12 | -0.7 | -4 | -22 | 7 | -4 | 1 | 1 | 0
Cc1cc(C=C2C(=O)N(C)C(=S)N(C)C2=O)c(C)n1C1CCCC1 | 8 | 3 | -0.3 | 5 | -22 | 8 | 6 | 1 | 0 | -4
CNc1cc(N2CCN(C)CC2)ccc1[N+](=O)[O-] | 5 | -3 | 0.5 | x | -39 | 21 | x | -2 | 1 | -2
COc1ccc(NC(=O)N2CCC3(CC2)OCCO3)c(OC)c1 | 1 | 19 | 0.0 | 3 | 13 | 5 | 0 | 2 | -4 | -4
CSc1ccc(C(=O)C2CCCN(C)C2)cc1 (stereo not given) | 3 | -2 | -0.6 | 0 | 17 | 3 | 9 | 0 | 1 | 9
CN1CCN(c2ccc(N)cc2)CC1 | -6 | 21 | -0.1 | -13 | -18 | -15 | -22 | -8 | 5 | 1
CCN(CC)c1ccc(N=Cc2c(O)[nH]c(=O)[nH]c2=O)cc1 | 8 | 22 | -0.5 | -5 | -18 | -10 | 0 | 2 | 4 | 0
Cc1ccc(OCCn2cccc2/C=C2/C(=O)NC(=O)N(Cc3ccco3)C2=O)cc1 | 9 | 15 | 1.7 | 5 | -32 | -39 | 18 | -3 | -2 | -7

(more compounds)
smiles | HDAC3 inh | AI-2 QS modul | HIF activator | HSF1 inh | KLF5 inh | aSyn 5UTR inh | HSF-1 act | Platelet DG rel | HSP90 refold inh | IEC-6 cytotox
Fc1ccc2c(c1)nnn2C1CCN(Cc2ccccc2)CC1 | 2 | 18 | -1.3 | -2 | -9 | 8 | -8 | 4 | 1 | 0
NP(=O)(Oc1ccc(Cl)cc1)Oc1ccc(Cl)cc1 | -2 | -21 | 0.1 | 6 | -12 | -11 | 16 | -1 | -2 | 0
CCC1C2Cn3c(nc4ccccc43)C1N(C)O2 (stereo not given) | u | 6 | 0.0 | -5 | x | -4 | -4 | 1 | x | x
Cc1ccc(C2=NCC(=O)N(CC(=O)N3CCCCC3)c3sc(C)c(C)c32)cc1 | 2 | 16 | -0.4 | -2 | -17 | 23 | 11 | 0 | 2 | -8
CC(C)NC(=O)Cn1cc(C(=O)c2ccccc2F)c2ccccc21 | -7 | 5 | 0.5 | -4 | -24 | 11 | -7 | 10 | -6 | -8
CN(C)C(=O)OCc1n(C)cc[n+]1C | -1 | 24 | -0.3 | -11 | -15 | 15 | -9 | 17 | 0 | 2
CC(=O)N1N=C2C3CCN(CC3)C2C1c1ccccc1 (stereo not given) | -3 | 25 | x | 0 | -21 | 26 | -3 | -3 | -1 | 2
Cc1cc(Cl)nc(N)n1 | 1 | 20 | -0.5 | 2 | 5 | -21 | -11 | -8 | 4 | 8
NCC(CC(=O)O)C1CCCCC1 (stereo not given) | 6 | 14 | -0.1 | -2 | -43 | 10 | 3 | 4 | 2 | 0
O=C(O)CNC1c2ccccc2CSc2ccccc21 (stereo not given) | 5 | 31 | 0.0 | -1 | x | 6 | -3 | -1 | x | x
COc1ccc(OCC#CCN2CCNCC2)cc1 | -2 | x | 1.9 | 2 | -11 | 2 | -13 | -5 | -1 | 2
O=C(COc1ccccc1F)N1CCN(CCN2C(=O)c3cccc4cccc(c34)C2=O)CC1 | -3 | 13 | -0.2 | 5 | 0 | 13 | 4 | 0 | -1 | -6
Cc1ccc(Cn2ccccc2=N)cc1 | 2 | 17 | 0.8 | -40 | -4 | 7 | -51 | 0 | -2 | 3
C#CCOc1ccc2c(c1)c(C(C)=O)c(C)n2Cc1ccccc1 | -4 | 0 | 0.1 | 9 | 10 | 22 | 12 | -4 | 4 | -2
CC1Oc2cc3c(-c4c(O)cc(O)c5c(O)c6c(cc45)OC(C)C(C)C6=O)c(O)cc(O)c3c(O)c2C(=O)C1C (stereo not given) | 2 | -89* | 0.0 | -8 | 30 | 87* | -3 | 0 | -1 | -9
COc1cccc(N2CCN(Cc3cccc(Cl)c3)CC2)c1 | 2 | 8 | -0.4 | 4 | -34 | -9 | 13 | u | -3 | -2
O=P(Nc1ccccc1)(Nc1ccccc1)Oc1cccc(Cl)c1 | 4 | 6 | 0.1 | 6 | 1 | -14 | 10 | 1 | 2 | 0
CCN(CC)c1ccc(/C=C2\C(=O)NC(=O)N(CC3CCCO3)C2=O)cc1 (stereo not given) | 5 | 17 | -0.1 | -5 | -22 | -2 | 10 | 1 | 0 | -6
COCCNC(=O)CN1C(=O)C(C)N=C(c2ccccc2)c2cc(Cl)ccc21 (stereo not given) | 5 | 34 | -10.0 | -1 | -34 | 7 | 12 | 21 | -2 | 3
CCOC(=O)N(C)c1ccc(C(O)(C(=O)OCC)C(F)(F)F)cc1 (stereo not given) | 13 | 19 | 0.0 | -1 | -46 | -6 | 2 | 12 | 5 | 1
O=c1[nH]c(O)c(C=Nc2cc(F)cc(F)c2)c(=O)[nH]1 | -1 | 17 | -0.3 | 0 | -13 | -2 | 2 | -2 | -2 | -2
CC(C)n1c(=O)c(C=Nc2cccc([N+](=O)[O-])c2)c(O)n(CCc2ccccc2)c1=O | 2 | 10 | -0.3 | -1 | -22 | -13 | 15 | -1 | 5 | 2
CCCCC/C(=N/O)c1c(C)[nH]c2ccccc12 | 13 | -54 | -0.3 | 3 | -1 | -10 | 9 | -7 | 3 | 12
COc1ccc2c(c1O)-c1cccc3c1[C@@H](C2)N(C)CC3 | -28 | -3 | -0.2 | 7 | x | -4 | 2 | -5 | x | x
CCCCn1c(O)c(/C=N/N2CCOCC2)c(=O)[nH]c1=S | 4 | 7 | -0.1 | -5 | -19 | 22 | 4 | 1 | -1 | -5
CCN1c2nc3ccccn3c(=O)c2CC2(C(=O)N(C)C(=O)N(C)C2=O)C1C (stereo not given) | -3 | 23 | -1.0 | -8 | -3 | 18 | -25 | -13 | 0 | -3
Cn1cc(C(=O)Cc2ccccc2)c2ccccc21 | 3 | 17 | 0.3 | -3 | -4 | -21 | -7 | 6 | -1 | -1
CCOP(=S)(OCC)SCC(=O)NC(C)(CC)C(=O)O (stereo not given) | -7 | 6 | -0.6 | -8 | -36 | 5 | 17 | 1 | 2 | 0
CC1=Nc2ccccc2/C1=C/c1c(O)[nH]c(=O)[nH]c1=O | 14 | 6 | -0.3 | -3 | -66 | -19 | -3 | -4 | 2 | -2
CCN1C[C@]2(COC)CC[C@H](O)[C@@]34C5C[C@H]6[C@H](O)C5[C@](O)(C[C@H]6OC)[C@@H]([C@H](OC)C23)[C@@H]14 (stereo not given in full) | 1 | 7 | -0.4 | -3 | x | -3 | 7 | -1 | x | x
O=C(Cc1ccccc1)OCCN1CCCCC1 | -7 | 7 | 0.5 | -1 | 12 | -13 | -15 | 4 | 2 | 4
COc1ccc2nc(NC(=O)CCc3nc(C4=CCN(C)CC4)no3)sc2c1 | -4 | 13 | 0.7 | 2 | -9 | 14 | 33 | -3 | 1 | -2
Cc1ccc(-c2cc(-c3ccc(C)cc3)[n+](-c3ccc(C(=O)[O-])cc3)c(-c3ccc(C)cc3)c2)cc1 | 0 | 51 | -1.3 | -29 | x | 83* | -32 | -4 | x | x
